ALOX12 inh: ALOX12 (human) lipoxygenase inhibition; purified 12hLO, xylenol orange hydroperoxide absorbance; actives 1.1% (n = 580,000); P18054; AID 1671190; Potency, µM (highest dose often 108 µM), inactives show top-dose activity change, negative = inhibition, hits mostly inhibitors; further: on the % scale 0 is the no-effect control and ±100 the full control effect
Target sequence (P18054 whole entry, looked up): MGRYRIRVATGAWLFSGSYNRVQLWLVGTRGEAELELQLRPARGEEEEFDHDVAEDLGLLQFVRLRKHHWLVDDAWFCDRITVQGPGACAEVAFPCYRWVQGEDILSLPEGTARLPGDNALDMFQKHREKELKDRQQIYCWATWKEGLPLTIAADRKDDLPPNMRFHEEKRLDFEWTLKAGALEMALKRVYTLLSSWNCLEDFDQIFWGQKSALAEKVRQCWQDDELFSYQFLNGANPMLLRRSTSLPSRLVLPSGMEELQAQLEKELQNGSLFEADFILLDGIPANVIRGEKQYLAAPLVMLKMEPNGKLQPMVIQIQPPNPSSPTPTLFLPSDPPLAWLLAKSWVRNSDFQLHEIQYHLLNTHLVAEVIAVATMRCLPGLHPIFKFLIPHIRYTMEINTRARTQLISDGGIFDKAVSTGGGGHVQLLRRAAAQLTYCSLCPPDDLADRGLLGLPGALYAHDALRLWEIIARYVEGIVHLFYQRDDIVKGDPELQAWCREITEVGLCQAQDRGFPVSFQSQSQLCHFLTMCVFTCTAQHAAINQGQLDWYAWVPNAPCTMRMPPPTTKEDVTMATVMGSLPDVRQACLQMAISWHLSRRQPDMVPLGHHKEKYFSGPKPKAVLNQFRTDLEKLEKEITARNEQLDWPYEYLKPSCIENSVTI
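Purified human 12hLO (150 nM final) in 25 mM Hepes, 0.01% Triton X-100, pH 7.0 was preincubated 15 min at room temperature with compound. Then 40 uM arachidonic acid was added, 30 min. Hydroperoxide was read by Fe-XO absorbance ratio 573/405 nm.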
Tb PGK inh: inhibitors of T. brucei phosphoglycerate kinase; P07378; PGK/GAPDH coupled, Kinase-Glo luminescence, 60 min; Potency, µM (series often up to 57.5 µM), without a hit: at the top dose activity change, negative = inhibition, hits mostly inhibitors; actives 0.043% (n = 380,000); AID 602233; further: on the % scale 0 is the no-effect control and ±100 the full control effect; nearly all actives have a fitted effect of over 60% in size
Target sequence (P07378 whole entry, looked up): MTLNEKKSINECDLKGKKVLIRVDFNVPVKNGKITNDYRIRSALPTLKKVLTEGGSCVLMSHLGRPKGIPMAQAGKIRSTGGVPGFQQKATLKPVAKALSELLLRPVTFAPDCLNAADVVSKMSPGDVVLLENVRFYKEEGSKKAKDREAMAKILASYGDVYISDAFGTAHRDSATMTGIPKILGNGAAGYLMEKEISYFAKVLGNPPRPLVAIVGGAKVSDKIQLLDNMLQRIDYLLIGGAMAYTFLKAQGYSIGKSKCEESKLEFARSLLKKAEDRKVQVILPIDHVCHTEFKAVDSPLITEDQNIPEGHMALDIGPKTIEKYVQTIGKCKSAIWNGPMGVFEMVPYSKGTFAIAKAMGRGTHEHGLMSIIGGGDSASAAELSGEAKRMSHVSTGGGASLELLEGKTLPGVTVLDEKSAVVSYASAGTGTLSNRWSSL
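Recombinant glycosomal PGK reaction used 1,3-bisphosphoglycerate generated in-well by GAPDH (100nM final) in 100mM TEA pH 7.6, 5mM MgCl2, 0.01% Tween-20. After 60 minutes at room temperature, ATP was read by Kinase-Glo Plus luminescence end-point.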
Pin1 inh: inhibitors of human Pin1; Potency, µM (titrated, usually from 115 µM), for the others: at the top dose activity, negative = inhibition, hits mostly inhibitors; actives 0.009% (n = 390,000); Pin1 FP peptide displacement, HiFluor488, 10 min; Q13526; active means well fitted inhibition curve with a large enough effect in the polarisation, with a control signal flat, not every such curve was filed as active; inconclusive means small, poorly fitted or top-dose-only effect, or effect the other way, or a change in a side signal; inactive means no such curve, though single readings can be large or run the other way; the % refers to the polarisation; further: on the % scale 0 is the no-effect control and ±100 the full control effect
HP1b chromo inh: blocks HP1-beta chromodomain binding to methylated histone tails; AlphaScreen HP1-beta / biotin-H3K9me3 peptide binding; Potency, µM (highest dose often 114 µM), for inactives: at the top dose activity change, negative = inhibition, usual class: inhibitors; actives 0.56% (n = 390,000); AID 540317; further: nearly all actives have a fitted effect of over 70% in size; inactives centre near 23
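AlphaScreen: HP1-beta (50 nM) preformed 30 min with biotin-H3(1-18)K9me3 peptide (50 nM) in PBS pH 7.4, 0.01% Tween-20. Compound added for 30 min at RT, then streptavidin donor/nickel chelate acceptor beads (10 ug/mL) for 30 min.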
GLS inh: inhibitors of human glutaminase (GLS); O94925; GLS enzymatic activity, qHTS titration; Potency, µM (top dose mostly 45.5 µM), without a hit: at the highest dose activity change, negative = inhibition, usual class: inhibitors; actives 0.21% (n = 410,000); further: on the % scale 0 is the no-effect control and ±100 the full control effect
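Compounds were pin-transferred onto hKGA, after which L-glutamine (1 mM solution) and a detection mix of glutamate oxidase, HRP and Amplex Red were added. Initial and 30 min RT fluorescence reads were collected.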
rTrxR1 inhibitor: inhibitors of rat thioredoxin reductase 1; recombinant rTrxR1, NADPH fluorescence consumption, selenite substrate; Potency, µM (series often up to 114 µM), for inactives: top-dose activity change, negative = inhibition, hits mostly inhibitors; O89049; actives 1% (n = 390,000); AID 588453; further: on the % scale 0 is the no-effect control and ±100 the full control effect; nearly all actives have a fitted effect of over 65% in size
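Rat TrxR1 (90 nM in the dispensed reagent) was pre-reduced with 400 uM NADPH for 5 min at room temperature, then incubated with compound for 15 min. After 400 uM selenite was added, NADPH fluorescence (Ex 340/Em 450 nm) was followed for 8 min.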
JMJD2A Tudor: blocks the human JMJD2A Tudor domain; AID 504339; O75164; AlphaScreen JMJD2A-Tudor / H3K4me3 peptide binding; actives 4.4% (n = 390,000); Potency, µM (highest dose often 114 µM), for inactives: at the top dose activity change, negative = inhibition, actives largely listed as inhibitors; further: on the % scale 0 is the no-effect control and ±100 the full control effect; nearly all actives have a fitted effect of over 50% in size
RGS4 inhibitor: human RGS4 inhibition. P49798. Transcreener GDP fluorescence polarization, RGS4-accelerated GTP hydrolysis. Potency, µM (titrated, usually from 114 µM), for inactives: at the highest dose activity change, negative = inhibition, hits mostly inhibitors. actives 0.039% (n = 390,000). AID 504845; further: on the % scale 0 is the no-effect control and ±100 the full control effect; nearly all actives have a fitted effect of over 75% in size; some results filed as inactive show a strong effect at the top dose
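MLSMR compounds (23 nl, pin-transferred) preincubated 10 min at room temperature with a 500nM (2x) first reagent, then RGS4 at 900nM (2x) plus Transcreener GDP mix added; fluorescence polarization (620/688 nm) read before and after 90 min at 30 °C.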
ERG Ets-DNA blk: inhibitors of human ERG Ets domain-DNA interaction. AID 624246. Potency, µM (doses to about 76.9 µM), inactives show at the top dose FP activity, negative = inhibition, usual class: inhibitors. fluorescence polarization, His-ERG Ets domain / labelled DNA. actives 0.028% (n = 370,000); active means well fitted inhibition curve with a large enough effect in the polarisation, with a control signal flat; inconclusive means small, poorly fitted or top-dose-only effect, or effect the other way, or a change in a side signal; inactive means no such curve, though single readings can be large or run the other way; the % refers to the polarisation;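 further: polarization taken with two DNA probes labelled with fluorescein and Texas red; % of control where 0% means no effect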
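His-tagged ERG Ets domain (1 uM in the protein solution; 300mM KCl, 50mM Tris-HCl, 1mM EDTA, 1mM DTT, pH 7.5) received compound, then a probe mix of 5 nM fluorescein-DNA and 100nM Texas-615-DNA. Fluorescence polarization was read for both dyes.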
Numbers without * were called inactive; & = joins results of further samples; [ ] = another dose, or the depositor's remark. Unless noted, the call rests on the fitted dose curve; in most records, active means well fitted curve in the direction sought with a large enough effect; inconclusive means small, poorly fitted or top-dose-only effect, or another doubt; inactive means no such curve, though single readings can be large; an effect the other way counts as inactive or inconclusive. Potency means the concentration at half of the fitted maximal effect.

COc1ccc(C2CC(=O)Oc3cc(C)c(Cl)c(C)c32)cc1 (stereo unspecified) was read as ALOX12 inh -9%, Tb PGK inh -2%, Pin1 inh 4%, HP1b chromo inh 98%[activator], GLS inh -24%, rTrxR1 inhibitor 5%, JMJD2A Tudor 31%, RGS4 inhibitor 4% and ERG Ets-DNA blk 2%.
Screening O=C(Nc1cccc(Cl)c1)c1ccc2ncsc2c1 returned ALOX12 inh inconclusive, Tb PGK inh 2%, Pin1 inh -4%, HP1b chromo inh 20%, GLS inh 2%, rTrxR1 inhibitor 2%, JMJD2A Tudor 0%, RGS4 inhibitor -2% and ERG Ets-DNA blk 10%.
`NC(=O)c1ccc(NC(=O)CSC2=Nc3ccccc3C3CC=NN23)cc1` (stereo unspecified) gave Tb PGK inh -2%, Pin1 inh 41%[activator], HP1b chromo inh 30%, GLS inh -14%, rTrxR1 inhibitor 22%, JMJD2A Tudor -8%, RGS4 inhibitor inconclusive and ERG Ets-DNA blk 0%.
For CCCC(=O)Nc1nc(C)c(-c2csc(Nc3ccccc3OC)n2)s1 the results were ALOX12 inh -26%, Tb PGK inh 1%, Pin1 inh inconclusive, HP1b chromo inh -11%, GLS inh 11%, rTrxR1 inhibitor -11%[57.1 µM], JMJD2A Tudor inconclusive, RGS4 inhibitor inconclusive and ERG Ets-DNA blk 17%.
Screening COc1cc(NC(=O)CCNC(=O)Cn2cnc3ccccc3c2=O)cc(OC)c1OC returned ALOX12 inh inconclusive, Tb PGK inh -3%, Pin1 inh -8%&-3%, HP1b chromo inh 10%&12%, GLS inh 0%&-2%, rTrxR1 inhibitor 17%&14%, JMJD2A Tudor -9%&-18%, RGS4 inhibitor -11%&8% and ERG Ets-DNA blk 3%&6%.
CCCC(=O)N1N=C(c2ccccc2)CC1c1cn(C)c2ccccc12 (stereo unspecified) was read as ALOX12 inh -11%, Tb PGK inh 4%, Pin1 inh 21%, HP1b chromo inh -20%, GLS inh 5%, rTrxR1 inhibitor 9%, JMJD2A Tudor inconclusive, RGS4 inhibitor -3% and ERG Ets-DNA blk -13%.
For CC(C)(C)NC(=O)COc1coc(CN2CCN(C(=O)c3ccco3)CC2)cc1=O the results were ALOX12 inh 16%, Tb PGK inh -8%, Pin1 inh -5%, HP1b chromo inh 44%[activator], GLS inh -9%, rTrxR1 inhibitor 0%, JMJD2A Tudor 4%, RGS4 inhibitor -3% and ERG Ets-DNA blk 4%.
`CCOC(=O)c1c(CCl)nc2ccccc2c1-c1ccccc1` gave ALOX12 inh inconclusive, Tb PGK inh -9%, Pin1 inh 6%, HP1b chromo inh 93%[activator], GLS inh -12%, rTrxR1 inhibitor -4%, JMJD2A Tudor 18%, RGS4 inhibitor -17% and ERG Ets-DNA blk -1%.
`CCOC(=O)C1=C(NC#N)OC(C)=C(C)C1c1ccc(O)cc1` (stereo unspecified) gave ALOX12 inh 21%, Tb PGK inh -6%, Pin1 inh 5%, HP1b chromo inh 31%, GLS inh 3%, rTrxR1 inhibitor -32%, JMJD2A Tudor -19%, RGS4 inhibitor 19% and ERG Ets-DNA blk 2%.
COc1ccc(O)c(/C=N/N=C/c2cccc([N+](=O)[O-])c2)c1 was read as ALOX12 inh -1%, Tb PGK inh 9%, Pin1 inh -5%, HP1b chromo inh 18%, GLS inh 7%, rTrxR1 inhibitor 10%, JMJD2A Tudor -4%, RGS4 inhibitor 11% and ERG Ets-DNA blk 0%.
For CCCCN(C(=O)CC1CCCCC1)c1c(N)n(CC(C)C)c(=O)[nH]c1=O the results were ALOX12 inh 17%, Tb PGK inh 0%, Pin1 inh -4%, HP1b chromo inh 18%, GLS inh 9%, rTrxR1 inhibitor -2%, JMJD2A Tudor -12%, RGS4 inhibitor -7% and ERG Ets-DNA blk -6%[15.4 µM].
Screening CCOc1ccccc1CNC(=O)c1cccn1-c1nnc(N2CCCCC2)s1 returned ALOX12 inh -15%, Tb PGK inh -5%, Pin1 inh -4%, HP1b chromo inh -3%, GLS inh 0%, rTrxR1 inhibitor 11%[57.1 µM], JMJD2A Tudor -27%, RGS4 inhibitor -32% and ERG Ets-DNA blk 1%.
For O=C(COC(=O)COc1ccccc1)Nc1ncc([N+](=O)[O-])s1 the results were ALOX12 inh inconclusive, Tb PGK inh -15%, Pin1 inh inconclusive, HP1b chromo inh -29%, GLS inh 4%, rTrxR1 inhibitor -11%, JMJD2A Tudor 79µM*, RGS4 inhibitor -53% and ERG Ets-DNA blk -3%.
Screening Cc1c(C(=O)N2CCCCC2)sc(NC(=O)C2CC2)c1C#N returned ALOX12 inh 5%, Tb PGK inh -1%, Pin1 inh -2%, HP1b chromo inh 17%, GLS inh -6%, rTrxR1 inhibitor 15%, JMJD2A Tudor -12%, RGS4 inhibitor -14% and ERG Ets-DNA blk 10%.
For C=CC[n+]1c(C)csc1Nc1cccc(Br)c1 the results were ALOX12 inh inconclusive, Tb PGK inh -3%, Pin1 inh 1%, HP1b chromo inh inconclusive, GLS inh -1%, rTrxR1 inhibitor -2%, JMJD2A Tudor inconclusive, RGS4 inhibitor -42% and ERG Ets-DNA blk -10%.
O=C(CSc1cccc(C(F)(F)F)c1)Nc1ccc(Cl)cc1Cl was read as ALOX12 inh -3%, Tb PGK inh 1%, Pin1 inh inconclusive, HP1b chromo inh 127%[activator], GLS inh -2%, rTrxR1 inhibitor 20%, JMJD2A Tudor 111%[activator], RGS4 inhibitor 5% and ERG Ets-DNA blk -2%.
CC(C)N1C(=O)S/C(=C/c2ccc(Sc3nc4ccccc4[nH]3)o2)C1=O was read as ALOX12 inh -23%, Tb PGK inh 0%, Pin1 inh 19%, HP1b chromo inh 7%, GLS inh 3%, rTrxR1 inhibitor -15%, JMJD2A Tudor -23%, RGS4 inhibitor -11% and ERG Ets-DNA blk 7%.
Screening O=S(=O)(NCc1ccccc1)c1ccc(S(=O)(=O)N(Cc2ccccn2)C2CCCC2)cc1 returned ALOX12 inh -13%, Tb PGK inh -6%, Pin1 inh 13%, HP1b chromo inh 16%, GLS inh 1%, rTrxR1 inhibitor 13%, JMJD2A Tudor -26% and RGS4 inhibitor -17%.
`CCc1ccc(-c2nc(CS(=O)CC(=O)NCCc3ccccc3)c(C)o2)cc1` (stereo unspecified) gave ALOX12 inh -19%, Tb PGK inh 3%, Pin1 inh 2%, HP1b chromo inh 22%, GLS inh 2%, rTrxR1 inhibitor inconclusive, JMJD2A Tudor -21%, RGS4 inhibitor 7% and ERG Ets-DNA blk 10%.
`O=C(CN(c1ccccc1)S(=O)(=O)c1ccc(Cl)cc1)Nc1cccnc1` gave ALOX12 inh -25%, Tb PGK inh inactive, Pin1 inh -2%, HP1b chromo inh 0%, GLS inh 8%, rTrxR1 inhibitor 15%, JMJD2A Tudor -21%, RGS4 inhibitor -4% and ERG Ets-DNA blk -5%.
Screening O=C(c1cc2c(s1)-c1ccccc1OC2)N1CCN(c2ccccn2)CC1 returned ALOX12 inh 495%[activator], Tb PGK inh -6%, Pin1 inh -1%, HP1b chromo inh 54%[activator], GLS inh 0%, rTrxR1 inhibitor 9%[57.1 µM], JMJD2A Tudor 2%, RGS4 inhibitor -4% and ERG Ets-DNA blk -5%.
Screening CCOC(=O)c1cc(CC)sc1N1C(=O)CC(Sc2ncccc2C(=O)O)C1=O (stereo unspecified) returned ALOX12 inh 2%, Tb PGK inh -9%, Pin1 inh -1%, HP1b chromo inh 54%[activator], GLS inh -5%, rTrxR1 inhibitor inconclusive, JMJD2A Tudor -6%, RGS4 inhibitor -13% and ERG Ets-DNA blk -22%.
`CCN(c1ccccc1)S(=O)(=O)c1ccc(OC)c(NC(=O)c2cccs2)c1` gave ALOX12 inh 0%, Tb PGK inh 3%, Pin1 inh 5%, HP1b chromo inh 22%, GLS inh 18%, rTrxR1 inhibitor 23%[57.1 µM], JMJD2A Tudor -9%, RGS4 inhibitor 16% and ERG Ets-DNA blk 0%.
`Cc1cc2c(OCC(O)CNC3CCCCC3)cccc2[nH]1` (stereo unspecified) gave ALOX12 inh 5%, Tb PGK inh -4%, Pin1 inh -1%, HP1b chromo inh 15%, GLS inh 2%, rTrxR1 inhibitor 30%, JMJD2A Tudor inconclusive, RGS4 inhibitor 8% and ERG Ets-DNA blk 0%.
`Cc1c(NC(=O)c2ccc(N(Cc3ccccc3)S(C)(=O)=O)cc2)c(=O)n(-c2ccccc2)n1C` gave ALOX12 inh 2%, Tb PGK inh -1%, Pin1 inh 2%, HP1b chromo inh 35%[activator], GLS inh 0%, rTrxR1 inhibitor 6%, JMJD2A Tudor -15%, RGS4 inhibitor -2% and ERG Ets-DNA blk -4%.
CC(C)(C)c1ccc(C(=O)NCC(=O)N2CCNC(=O)C2)cc1 was read as ALOX12 inh -5%, Tb PGK inh -7%, Pin1 inh -14%, HP1b chromo inh -2%, GLS inh 10%, rTrxR1 inhibitor 18%, JMJD2A Tudor -3%, RGS4 inhibitor 22% and ERG Ets-DNA blk 6%.
For Cc1nonc1OCCNC(=O)C12CC3CC(CC(C3)C1)C2 the results were ALOX12 inh 0%, Tb PGK inh -2%, Pin1 inh -9%, HP1b chromo inh 7%, GLS inh 9%, rTrxR1 inhibitor 32%, JMJD2A Tudor -3%, RGS4 inhibitor 21% and ERG Ets-DNA blk 6%.

Only part of the results is shown, so the mix of outcomes need not match the whole.
